# High-throughput results (PubChem BioAssay)
# Xi reactivation: reactivates the inactive X chromosome in mouse fibroblasts; XiGFP mouse fibroblasts, % GFP-positive cells imaging, 3 d; cells co-treated with 5-aza-dC sensitizer; scaled so ellipticine positive control = 100%; activation, % at 7.58 µM; actives 0.055% (n = 360,000);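 active = mean normalized replicate activation at least 10% and every replicate at or above 10%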;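 also: 0% = median of on-plate neutral control wells and 100% = ellipticine 6 µM median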
#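 System: 68-5-11 XiGFP fibroblast line; Timing: 3 days compound exposure; Compound dosing: one concentration, pinned; Benchmarks: positive control ellipticine, 6 µM final; Buffer or medium: DMEM containing 5-aza-dC.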
# LGR2 antag: Drosophila LGR2 receptor signaling inhibition. actives 0.35% (n = 380,000). HEK293 LGR2, CRE-luciferase, bursicon-stimulated, 4 h. inhibition, % at 9.99 µM;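 active = drop in luminescence signal, shown as inhibition above about 50% in the replicate tests, limit read from the data, passing the limit was not always enough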;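 also: agonist challenge used bursicon conditioned medium at about half maximal strength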
# SIRT5 inh: sirtuin-5 (human) deacylase inhibition; Q9NXA8; actives 1.1% (n = 330,000); Purified SirT5, succinyl-peptide AMC, trypsin-coupled fluorescence; inhibition, % at 15 µM; AID 652115; in the data active = inhibition above about 15%
# PGC1a acetyl inh: lowers PGC1a acetylation signal in U2OS cells. AlphaScreen anti-acetyl-lysine; with virally co-expressed GCN5 acetyltransferase. inhibition, % at 15.6 µM. actives 0.17% (n = 350,000). AID 651687;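 active = every replicate shows inhibition of at least 40%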;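 also: 0% = neutral control wells and 100% = positive control wells; some results beyond the cut were filed as inactive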
# ERAP1 inh: blocks human ERAP1 aminopeptidase activity; Q9NZ08; recombinant ERAP1, Leu-AMC fluorescence, 60 min; inhibition, % at 10.7 µM; actives 0.15% (n = 340,000); AID 652197;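 active = mean replicate inhibition of at least 30%, or all replicates individually reaching that 30% level; inactive = mean below 30% and not every replicate reaching it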;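 also: 0% = neutral control wells and 100% = L-leucinethiol positive control wells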
# Target sequence (Q9NZ08 whole entry, looked up): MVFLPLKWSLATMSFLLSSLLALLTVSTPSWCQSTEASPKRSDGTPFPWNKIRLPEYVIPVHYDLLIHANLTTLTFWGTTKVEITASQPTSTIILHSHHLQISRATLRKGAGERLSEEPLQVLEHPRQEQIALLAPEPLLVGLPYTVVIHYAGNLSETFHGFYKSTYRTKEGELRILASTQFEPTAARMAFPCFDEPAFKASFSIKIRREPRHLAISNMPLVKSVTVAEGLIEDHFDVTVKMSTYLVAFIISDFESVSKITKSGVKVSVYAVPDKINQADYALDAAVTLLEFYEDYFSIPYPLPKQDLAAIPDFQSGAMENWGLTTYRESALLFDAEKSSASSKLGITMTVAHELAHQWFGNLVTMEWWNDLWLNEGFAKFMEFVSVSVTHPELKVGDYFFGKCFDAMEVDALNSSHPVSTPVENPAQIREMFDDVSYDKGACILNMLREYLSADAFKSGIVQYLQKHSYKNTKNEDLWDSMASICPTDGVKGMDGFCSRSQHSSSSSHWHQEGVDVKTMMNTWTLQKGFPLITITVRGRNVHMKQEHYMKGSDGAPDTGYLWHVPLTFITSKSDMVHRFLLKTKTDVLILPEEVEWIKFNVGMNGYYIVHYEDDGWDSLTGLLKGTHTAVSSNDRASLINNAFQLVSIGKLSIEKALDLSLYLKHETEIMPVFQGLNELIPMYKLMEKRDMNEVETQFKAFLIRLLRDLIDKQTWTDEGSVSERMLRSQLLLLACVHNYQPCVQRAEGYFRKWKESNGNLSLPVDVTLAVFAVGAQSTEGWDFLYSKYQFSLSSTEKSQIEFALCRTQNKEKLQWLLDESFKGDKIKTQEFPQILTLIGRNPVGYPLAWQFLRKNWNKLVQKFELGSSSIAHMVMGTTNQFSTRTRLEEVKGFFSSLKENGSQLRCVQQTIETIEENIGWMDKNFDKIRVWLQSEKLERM
# Cneo AK release: causes C. neoformans cell lysis | adenylate kinase release luminescence, 4 h; normalised: neutral wells 0, clomiphene wells 100 | AID 651654 | lysis activity, % at 15 µM | actives 0.2% (n = 360,000);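 active = mean lysis activity across replicates of at least 80%, whatever share of replicates individually reach that level; inactive = mean lysis activity below 80%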
#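 Schedule: static 4 h at 37 °C with compound, 1 h detection; system: C. neoformans cells; benchmarks: Clomiphene as positive control; buffer or medium: fresh YPD medium; measure: luminescence rise reflecting yeast cell lysis; measured by: luminescent adenylate kinase detection reagent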
# Statin myotox sup: suppressors of simvastatin-induced myotoxicity in C2C12 myotubes. ATP luminescence, 48 h; scaled: DMSO 0, geranylgeraniol control 100. rescue of ATP level, % at 7.49 µM. actives 0.78% (n = 330,000);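 active = mean ATP rescue above about 67%, or every replicate alone reaching that limit, limit read from the data, passing the limit was not always enough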;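 also: myotubes were challenged with 10 µM simvastatin during compound exposure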
# S100A4 inh HTS: S100A4-myosin IIA interaction inhibition. P26447. S100A4/TAMRA-MyoIIA peptide fluorescence polarization. inhibition, % at 10.7 µM. actives 0.14% (n = 360,000). AID 652163;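 active = mean inhibition of at least 70% across replicates, with every replicate also reaching that level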
# Target sequence (P26447 whole entry, looked up): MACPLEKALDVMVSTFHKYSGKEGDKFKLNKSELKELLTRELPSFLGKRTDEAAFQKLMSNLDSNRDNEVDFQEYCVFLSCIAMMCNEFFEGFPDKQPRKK
#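 System – human S100A4 monomer protein, biochemical binding assay · Buffer or medium – Calcium-containing HEPES buffer, pH 7.2 · Timing – 5 min between mix addition and reading · Also added – TAMRA-labelled myosin IIA heavy-chain peptide probe, 5 nM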
# The depositor's hits bear a star; nt = no result given; & = joins results of further samples. This is a subset; rates above refer to the full screens.
# Values run as follows: PGC1a acetyl inh	S100A4 inh HTS	Statin myotox sup	Xi reactivation	SIRT5 inh	LGR2 antag	Cneo AK release	ERAP1 inh
O=C(Cc1ccccc1)N[C@@H]1CC[C@H](CC(=O)N2CCCCC2)O[C@@H]1CO
→ -6	5	3	-0.1	2	-12	-6	-2
CCOc1ccc(-c2c(=O)n(OCC)c3ccccc3[n+]2[O-])cc1
→ 1	-4	-1	0.1	-1	-7	-3	6
O=S(=O)(CCc1nc2ccccc2o1)c1ccc2ccccc2c1
→ -3	nt	32	nt	nt	3	-1	nt
Clc1ccc(N(CC2CO2)CC2CO2)cc1 (stereo not drawn)
→ nt	-3	nt	0.1	-4	-5	nt	-5
C[C@@H]1CN([C@H](C)CO)C(=O)c2cc(NC(=O)Cc3cn(C)c4ccccc34)ccc2O[C@H]1CN(C)Cc1ccc(C(F)(F)F)cc1
→ -8	5	65	0.4	4	nt	7	0
Cc1cc(/C=C2/SC(=O)N(CC(=O)N3CCOCC3)C2=O)c(C)n1-c1ccccc1F
→ nt	-15	nt	0.1	-3	-4	nt	-7
CCCC1NC(=O)c2cc3ccccc3cc2-n2c1nc1cc(F)ccc1c2=O (stereo not drawn)
→ nt	-4	-9	0.3	-3	-26	2	-3
CCOC(=O)C1CCN(C(=O)CCc2c(C)nc3c(-c4ccc(F)cc4)c(C)nn3c2C)CC1
→ -7	-2	9	0.5	nt	23	0	-2
CCc1noc(C)c1C(=O)Nc1nc2c(C)cccc2s1
→ 3	-5	-10	-0.1	-3	-12	-2	0
Cc1ccc(C(=O)NC(=S)Nc2ccc3[nH]c(=O)[nH]c3c2)cc1C
→ -11	-2	2	0.1	-5	0	2	3
CO[C@H]1CN(C)C(=O)c2ccc(NC(=O)CC(F)(F)F)cc2OC[C@H](C)N(C(C)=O)C[C@H]1C
→ 4	-16	nt	0.5	nt	8	nt	-2
Cc1ccc(C(=O)NNC(=O)CSc2nc(N)cc(N)n2)cc1
→ 5	-4	9	0.0	7	-3	0	-3
COc1ccc(NC(=O)CSc2nnc(N)s2)c([N+](=O)[O-])c1
→ -6	-2	nt	0.4	-2	0	nt	0
O=S(=O)(NCC1CCCO1)c1ccccc1 (stereo not drawn)
→ nt	-1	-7	0.0	2	-26	-1	-2
C/C(=N\N=C1\NC(=O)C(Cc2ccccc2)S1)c1ccccc1 (stereo not drawn)
→ -8	3	nt	0.4	-1	12	nt	-3
CS(=O)(=O)N(CCc1ccccc1)CC(=O)N1CCCCCC1
→ -9	-1	8	0.0	-3	-10	-20	-4
CC(NC(=O)c1cc(Br)ccc1Br)c1ccccc1 (stereo not drawn)
→ nt	19	nt	0.0	-3	-18	nt	-2
CN(C)/C=N/c1nc2nccc(-c3ccc(F)cc3)n2n1
→ nt	4	nt	0.0	-19	-29	nt	4
CCOC(=O)CSc1nc2c(sc(=S)n2-c2ccc(OCC)cc2)c(=O)[nH]1
→ nt	2	3	0.1	-1	nt	-1	5
COC(=O)c1cc(C#N)c(OC)nc1C
→ 2	6	nt	0.3	-1	-4	nt	2

# 3 of the entries above in order of the ERAP1 inh value, high to low.
Compound | ERAP1 inh
COC(=O)c1cc(C#N)c(OC)nc1C | 2
CC(NC(=O)c1cc(Br)ccc1Br)c1ccccc1 (stereo not drawn) | -2
C/C(=N\N=C1\NC(=O)C(Cc2ccccc2)S1)c1ccccc1 (stereo not drawn) | -3

# (listing goes on)
# Values run as follows: PGC1a acetyl inh	S100A4 inh HTS	Statin myotox sup	Xi reactivation	SIRT5 inh	LGR2 antag	Cneo AK release	ERAP1 inh
Cc1cccc(C(=O)N[C@@H]2c3ccccc3C[C@@H]2O)n1
→ -2	5	-5	-0.1	nt	7	3	nt
CS(=O)(=O)N1[C@H](C#N)[C@@H](c2ccc(C#Cc3cccc(F)c3)cc2)[C@H]1CO
→ -13	-3	3	0.1	0	-23	47	0
CCOc1ccc(CN2C(=O)c3ccccc3C2=O)cc1C(=O)O
→ 1	-5	12	-0.1	0	13	0	-1
CN(C)C(CNC(=O)CCNC(=O)c1ccc(Br)cc1)c1ccco1 (stereo not drawn)
→ -7	-3	-12	-0.1	0	-6	-1	1
Cc1c(C(=O)Nc2ccccc2F)cnn1-c1ccccc1
→ 14	10	3	0.1	-7	-89	-6	2
O=C(COC(=O)c1ccc(Cl)nc1)Nc1ccc2c(c1)OCCO2
→ 1	4	14	0.3	0	7	0	-1
CNC[C@H]1OCCCC[C@@H](C)Oc2ccc(NC(=O)Nc3cccc4ccccc34)cc2C(=O)N([C@@H](C)CO)C[C@@H]1C
→ 2	-18	-3	-1.0	-3	12	4	1
c1ccc(-c2ccccc2OCCCN2CCCC2)cc1
→ 5	nt	-1	0.0	nt	-10	1	nt
Cc1c(Cl)cccc1-n1c(SCC(=O)N2CCC(C(=O)O)CC2)nc2ccccc2c1=O
→ nt	-27	9	0.3	-1	1	0	3
COc1ccc(-c2cn[nH]c2C)cc1
→ 18	-7	nt	0.1	-2	10	-5	-4
O=C(CO/N=C/c1ccc2c(c1)OCO2)Nc1cccc(Br)c1
→ 1	nt	nt	0.0	nt	0	3	nt
CCc1ccc(C(O)c2ncc(-c3ccc(Cl)cc3)[nH]2)cc1 (stereo not drawn)
→ nt	16	-4	0.2	-2	-1	2	11
COc1ccc(CN(C)CCCn2ccc(NC(=O)OCc3ccccc3)nc2=O)cc1OC
→ nt	-3	2	0.0	0	12	-1	-5
COc1ccc(OC)c(NC(=O)Cn2nc(C)c3ccccc3c2=O)c1
→ -2	1	4	0.0	-4	-1	-4	-3
C[C@@H]1CN([C@@H](C)CO)C(=O)c2cc(NS(C)(=O)=O)ccc2O[C@@H]1CN(C)Cc1ccc(Cl)c(Cl)c1
→ 3	-2	-6	-0.1	1	-1	-6	3
CN(CC(=O)NCc1cccnc1)S(=O)(=O)c1ccccc1
→ -2	-3	nt	0.1	-2	-7	-1	1
COC(=O)[C@]1(CC(C)C)N[C@H](c2ccc(-c3ccccc3)cc2)[C@@H]2C(=O)N(C)C(=O)[C@@H]21
→ -7	-2	15	0.0	-3	0	1	-1
Cc1ccc(S(=O)(=O)Nc2ccc3c(c2)C(=O)N([C@H](C)CO)C[C@H](C)[C@@H](CN(C)C(=O)Nc2ccccc2)OCCCC[C@@H](C)O3)cc1
→ 3	-38	nt	-0.1	2	5	-1	2
C[C@H](CO)N1C[C@H](C)[C@@H](CN(C)S(=O)(=O)c2ccccc2)Oc2ccc(NC(=O)NC3CCCCC3)cc2C1=O
→ 15&-18	7&0	4&3	0.1&-0.2	-2&4	9&5	0&-1	0&-4
O=C1C=CC(=O)N1c1ccccn1
→ 3	7	-5	0.0	-3	0	0	0

# Brought forward from above: 3 compounds, then new ones.
# Values run as follows: PGC1a acetyl inh	S100A4 inh HTS	Statin myotox sup	Xi reactivation	SIRT5 inh	LGR2 antag	Cneo AK release	ERAP1 inh
Cc1ccc(S(=O)(=O)Nc2ccc3c(c2)C(=O)N([C@H](C)CO)C[C@H](C)[C@@H](CN(C)C(=O)Nc2ccccc2)OCCCC[C@@H](C)O3)cc1
→ 3	-38	nt	-0.1	2	5	-1	2
C[C@H](CO)N1C[C@H](C)[C@@H](CN(C)S(=O)(=O)c2ccccc2)Oc2ccc(NC(=O)NC3CCCCC3)cc2C1=O
→ 15&-18	7&0	4&3	0.1&-0.2	-2&4	9&5	0&-1	0&-4
O=C1C=CC(=O)N1c1ccccn1
→ 3	7	-5	0.0	-3	0	0	0
CC[C@]12c3[nH]c4ccccc4c3CCN1C(=O)C(CC(=O)NCCCOC)C[C@@H]2C(=O)N1CCN(C(=O)c2ccco2)CC1 (stereo partly drawn)
→ 4	-8	8	0.8	-2	-11	-2	-1
COc1ccccc1NS(=O)(=O)c1cccc(C(=O)NCc2ccccn2)c1
→ 5	16	-4	-0.1	2	-1	-2	4
O=C(NC(=S)Nc1ccc(S(=O)(=O)N2CCOCC2)cc1)c1ccccc1[N+](=O)[O-]
→ -7	1	1	0.0	nt	-11	1	2
C[C@H]1CN([C@@H](C)CO)C(=O)c2cccc(NC(=O)Nc3ccccc3)c2O[C@H]1CN(C)Cc1ccc(C(=O)O)cc1
→ 6	-1	1	-0.4	-5	-6	-2	-6
C[C@H](CO)N1C[C@H](C)[C@@H](CN(C)Cc2ccc(C(=O)O)cc2)Oc2ccc(N(C)C)cc2C1=O
→ -6	-18	-3	0.3	1	9	0	-3
C[C@H]1CN([C@@H](C)CO)S(=O)(=O)c2ccc(-c3ccc(C(=O)N(C)C)cc3)cc2O[C@H]1CN(C)C
→ 1	-1	3	-0.4	-2	-13	-2	5
CC(C)NC(=O)Nc1ccc2c(c1)C(=O)N([C@H](C)CO)C[C@@H](C)[C@H](CN(C)C(=O)Cc1ccccc1)OCCCC[C@@H](C)O2
→ 6	-5	nt	0.2	4	-5	-2	1
CCCC#Cc1cnc2c(c1)C(=O)N([C@H](C)CO)C[C@H](C)[C@@H](CN(C)C(=O)c1cnccn1)O2
→ -3	-24	16	0.0	1	-4	12	3
O=C(COC(=O)c1ccc(Cl)cc1)NCC1CCCCC1
→ 4	-5	5	0.0	nt	nt	nt	-3
CCOc1ccc(NCc2cccn2-c2nnc(N3CCC(C(=O)NCCCN4C(C)CCCC4C)CC3)s2)cc1 (stereo not drawn)
→ -10	19	102*	0.2	-2	13	12	-12
Cc1[nH]c2ccccc2c1C(=O)CSc1nnc(C2CC2)o1
→ 7	1	-30	-0.1	-2	-7	4	-4
C/C(=N\NC(=O)c1cc(O)ccc1O)c1cccc(NC(=O)c2ccc(Cl)cc2)c1
→ nt	-2	15	-0.1	3	-22	-14	2
Cc1ccc(CNC(=O)c2cc3c(C)nc4ccccc4c3o2)cc1
→ nt	-1	-4	0.2	3	21	0	-3
Cc1c(C(=O)N2CCCCC2)c(S(=O)(=O)NCc2ccc(F)cc2)c(C)n1C
→ 5	2	2	0.0	-3	-9	-1	1
CCOC(=O)C1=C(C)N=c2s/c(=C\c3ccc(OCC(=O)O)cc3)c(=O)n2C1c1ccccc1 (stereo not drawn)
→ nt	-3	0	-0.1	8	-3	1	1
CC(=O)N(C)C[C@H]1[C@H](c2ccc(-c3ccccc3)cc2)[C@@H](CO)N1C(=O)C1CC1
→ 10	2	-3	0.2	1	-1	1	2
CC(C)CCc1noc(CN2CCN(c3ccc(Cl)cn3)CC2)n1
→ -5	-3	-2	0.2	-2	5	-1	0
COc1ccc(N(C(=O)c2snc(C(N)=O)c2N)C(C(=O)NC2CCCC2)c2cccs2)cc1OC (stereo not drawn)
→ nt	3	5	0.0	-2	-12	nt	-3
COc1cc(/C=C2/C(=N)N3C(c4ccccc4)=CSC3=NC2=O)ccc1OCC(=O)O
→ -3	1	0	nt	6	-20	nt	nt
Cn1cc(Br)c(NC(=O)/C=C/C(=O)O)n1
→ 3	-3	nt	0.1	-1	13	1	nt
O=C(O)C[C@@H]1C[C@@H]2c3cc(NC(=O)Nc4ccc(C(F)(F)F)cc4)ccc3O[C@@H]2[C@H](CO)O1
→ 4	6	-2	0.1	1	10	-7	0
O=C(c1cccc(S(=O)(=O)NCc2ccccc2)c1)N1CCN(Cc2ccccc2)CC1
→ -2	nt	0	nt	nt	16	-2	nt
Cc1ccccc1-c1cnc2c(c1)C(=O)N([C@H](C)CO)C[C@@H](C)[C@@H](CN(C)Cc1cncnc1)O2
→ 0	18	11	-1.3	-1	7	-4	1
CC(C)C1OC(c2cccc(NC(=O)c3cccs3)c2)OCC1(C)C (stereo not drawn)
→ -15	2	nt	-0.1	0	26	nt	5
O=C(O)CCCC(=O)N1N=C(c2ccco2)CC1c1ccco1 (stereo not drawn)
→ 9	1	3	0.0	0	4	3	3
CCOC(=O)c1c(NC(C)=O)sc2c(OCC(O)CNC(C)(C)C)c(Br)ccc12 (stereo not drawn)
→ -36	nt	16	0.0	nt	10	-1	nt
